WT yeast gro inh: growth inhibition of WT strain, primary screen, mitochondrial fusion inhibitor project, WT and mutant strains, chemical genetic. mitochondrial fusion phenotypic screen. inhibition, % at 10 µM. 2.1% of 190,000 active. AID 1362, 2008; in the data active means inhibition above about 58%; tested in S. cerevisiae
Large T inhibition: SV40 large T antigen inhibitors, biochemical (AID 1903); SV40 large T antigen ATPase/helicase inhibition assay; higher % means a stronger effect; inhibition, % at 20 µM, or IC50 in µM where a hit was titrated; 0.39% of 310,000 active; in the data active means a potency from the dose series; further: strong numbers were not always called active
b-catenin transl: modulators of beta-catenin nuclear translocation, primary screen, imaging, HeLa cells, immunofluorescence, high-content | nuclear translocation activity, % at 5 µM | 0.3% of 190,000 active | AID 1665, 2009;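 active means nuclear translocation activity above 50% at 5 µM, with a well cell count of 50 or more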;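 further: per-cell ratio of nuclear to cytoplasmic median beta-catenin stain intensity; plate controls were DMSO negative control for no effect and GSK-3 inhibitor IX positive control for full effect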
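Signal – beta-catenin immunofluorescence imaging with DAPI · Test system – human HeLa cell line · Dosing – 5 µM primary single dose, 0.1% DMSO, 0.02–20 µM confirmation series · Measure – % activation, nuclear-to-cytoplasmic median beta-catenin signal ratio per cell · Incubation – 24 h compound exposure at 37°C, 5% CO2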
T cell HTS: modulators of CD8 T cell-vesicle binding, primary screen, mouse 2C CD8+ T cells, flow cytometry | 0.068% of 330,000 active | calls only at 7 µM | 2C CD8+ T cell-vesicle binding; active compounds read low;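 active means response, share of CD8 T cells binding vesicles, and their 90th percentile fluorescence all below set limits, cut at about 80% in these data, passing the limit was not always enough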
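Incubation: binding step 1.5 h, 37 °C, antibody labelling 20 min, ice; system: murine 2C transgenic CD8+ T lymphocytes; technique: cytometric PE anti-B7-1 and Alexa647 anti-CD8 signals after 1% paraformaldehyde fixation; also added: QL9-charged Drosophila Ld/ICAM-1/B7-1 vesicles; control set: naked versus QL9-loaded vesicles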
Myeloid diff MLP: induction of myeloid progenitor differentiation, primary screen, cell-based, flow cytometry, MLPCN library; ER-HoxA9 myeloid progenitors, lysozyme-GFP differentiation; calls only at 10 µM; 1% of 360,000 active;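 active means normalized GFP-positive differentiation at or above the plate's own cutoff, the solvent-only control mean plus 3 SD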;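 further: cells exposed to compound for four days before flow analysis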
RSV CPE inhibition: RSV antiviral activity via CPE protection, HEp-2 cells, primary 10 µM value included (AID 2391). HEp-2 cells, RSV-induced CPE inhibition; higher % means a stronger effect. one-dose CPE inhibition, % at 10 µM; IC50 in µM for titrated hits. 0.13% of 310,000 active; in the data active means a potency from the dose series; further: strong numbers were not always called active
MgcRacGAP inhibition: MgcRacGAP GTPase-activating activity inhibitors, confirmation, biochemical, ADP Hunter fluorescence | Rac GTPase-activating protein 1 (Homo sapiens) | MgcRacGAP-stimulated Rac1 GTP hydrolysis, ADP Hunter fluorescence; higher % means a stronger effect; GST-tagged Rac1 F28L mutant substrate | inhibition, % at 30 µM, or IC50 in µM where a hit was titrated | 0.6% of 340,000 active;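 active means first-screen hits whose inhibition reached a set limit at any dose in the follow-up dose series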;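 further: fluorescence reports GDP produced by GAP-driven GTP hydrolysis; strong numbers were not always called active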
PhoP inhibition: inhibitors of PhoP regulon expression, primary screen, Salmonella Typhimurium, GFP reporter (AID 1863); S. Typhimurium PhoP-regulated promoter GFP reporter, 4 h; higher % means a stronger effect; one-dose inhibition, % at 50 µM; IC50 in µM for titrated hits; 0.16% of 300,000 active;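 active means inhibition over 29.93%, a cutoff 3 SD above the screen mean, later confirmed by dose response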;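 further: 0% = low Mg2+ inducing control and 100% = high Mg2+ repressing control; strong numbers were not always called active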
West Nile virus CPE: West Nile virus antiviral activity, cell-based, CPE readout (AID 1621) | CPE inhibition, % at 10 µM, or IC50 in µM where a hit was titrated | 0.02% of 290,000 active | West Nile virus-infected cells, CPE inhibition; higher % means a stronger effect; in the data active means a potency from the dose series; further: strong numbers were not always called active
WT yeast gro inh mutant strain: also measured in WT yeast gro inh; calls as there; inhibition, %; mitochondrial fusion phenotypic screen, mutant strain inhibition
b-catenin transl cell count 5 µM: second read-out of b-catenin transl, no call of its own (marks repeat the call); cell count; measured here: cell count, cytotoxicity flag
T cell HTS vesicle-bound %: second read-out of T cell HTS, no call of its own (marks repeat the call); double positive events, %; measured here: CD8+ vesicle-bound cell fraction;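 binding gate set so that unloaded-vesicle control wells show 10% double positive cells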
Myeloid diff MLP GFP+ MAC1+ %: further read-out of Myeloid diff MLP, marked with its call; GFP+ MAC1+ double positive, %; measured here: differentiation confirmed by MAC1 staining
The depositor's hits bear a star; & = joins results of further samples. These rows are one share of the data, so the mix of outcomes need not match the whole.

Results for CCCCNc1ccc(C(=O)OCCN(C)C)cc1 ?
WT yeast gro inh: -1; Large T inhibition: 9%; b-catenin transl: -0.5; T cell HTS: inactive; Myeloid diff MLP: inactive; RSV CPE inhibition: -3.0%; MgcRacGAP inhibition: 6%; PhoP inhibition: -1%; West Nile virus CPE: -0.3%; WT yeast gro inh mutant strain: 4; b-catenin transl cell count 5 µM: 545; T cell HTS vesicle-bound %: 19; Myeloid diff MLP GFP+ MAC1+ %: 2.5

How did CCN(CC)CCOC(=O)c1ccc(N)cc1 do in these assays?
Large T inhibition: 18%; T cell HTS: inactive; Myeloid diff MLP: inactive; RSV CPE inhibition: -2.3%; MgcRacGAP inhibition: -3%; PhoP inhibition: -2%; West Nile virus CPE: -0.3%; T cell HTS vesicle-bound %: 23; Myeloid diff MLP GFP+ MAC1+ %: 7.6

How did COc1ccc(-c2cc(=O)c3c(O)cc(OC4OC(COC5OC(C)C(O)C(O)C5O)C(O)C(O)C4O)cc3o2)cc1O (stereo unspecified) do in these assays?
Large T inhibition: 0%; T cell HTS: inactive; Myeloid diff MLP: inactive; RSV CPE inhibition: 1.3%; MgcRacGAP inhibition: 5%; PhoP inhibition: -11%; T cell HTS vesicle-bound %: 60; Myeloid diff MLP GFP+ MAC1+ %: 3.7

Results for CC1Cc2ccccc2N1NC(=O)c1ccc(Cl)c(S(N)(=O)=O)c1 (stereo unspecified) ?
WT yeast gro inh: -3; Large T inhibition: 16%; b-catenin transl: -3.6; T cell HTS: inactive; Myeloid diff MLP: inactive; RSV CPE inhibition: 4.8%; MgcRacGAP inhibition: 7%; PhoP inhibition: 0%; West Nile virus CPE: 1.2%; WT yeast gro inh mutant strain: -5; b-catenin transl cell count 5 µM: 587; T cell HTS vesicle-bound %: 11; Myeloid diff MLP GFP+ MAC1+ %: 2.3

Results for N[C@@H](Cc1c[nH]c2ccc(O)cc12)C(=O)O ?
Large T inhibition: 21%; T cell HTS: inactive; Myeloid diff MLP: inactive; RSV CPE inhibition: 1.3%; MgcRacGAP inhibition: 4%; PhoP inhibition: -6%; T cell HTS vesicle-bound %: 61; Myeloid diff MLP GFP+ MAC1+ %: 1.4

What do the screens show for `C/C=C/C(=O)N(CC)c1ccccc1C`?
WT yeast gro inh: 6; Large T inhibition: 14%; b-catenin transl: -3.8; T cell HTS: inactive; Myeloid diff MLP: inactive; MgcRacGAP inhibition: 2%; PhoP inhibition: -5%; West Nile virus CPE: 0.6%; WT yeast gro inh mutant strain: 16; b-catenin transl cell count 5 µM: 1203; T cell HTS vesicle-bound %: 10; Myeloid diff MLP GFP+ MAC1+ %: 2.6

How did C/C=C(/C)C(=O)OC(C)(C)[C@@H]1Cc2c(ccc3ccc(=O)oc23)O1 do in these assays?
WT yeast gro inh: -23; Large T inhibition: 8%; b-catenin transl: -1.8; T cell HTS: inactive; Myeloid diff MLP: inactive; RSV CPE inhibition: 17%; MgcRacGAP inhibition: 3%; PhoP inhibition: 4%; West Nile virus CPE: -1.1%; WT yeast gro inh mutant strain: -16; b-catenin transl cell count 5 µM: 578; T cell HTS vesicle-bound %: 37; Myeloid diff MLP GFP+ MAC1+ %: 1.1

What do the screens show for `Nc1nc(O)c(N=Nc2ccc(S(N)(=O)=O)cc2)c(=O)[nH]1`?
Large T inhibition: -13%; T cell HTS: inactive; RSV CPE inhibition: -0.5%; PhoP inhibition: 13%; West Nile virus CPE: -0.5%; T cell HTS vesicle-bound %: 23

How did Cc1cncn1CCc1nc2c3ccccc3nc(SCC(=O)Nc3cccc(Cl)c3)n2n1 do in these assays?
WT yeast gro inh: 20; Large T inhibition: 2%; b-catenin transl: 0.0; T cell HTS: inactive; Myeloid diff MLP: inactive; RSV CPE inhibition: 1.6%; MgcRacGAP inhibition: 10%; PhoP inhibition: 6%; West Nile virus CPE: 16%; WT yeast gro inh mutant strain: 12; b-catenin transl cell count 5 µM: 979; T cell HTS vesicle-bound %: 41; Myeloid diff MLP GFP+ MAC1+ %: 0.6

What do the screens show for `COc1ccc(C[C@H]2COC(=O)[C@@H]2Cc2ccc(OC3OC(CO)C(O)C(O)C3O)c(OC)c2)cc1OC` (stereo partly specified)?
WT yeast gro inh: -7; Large T inhibition: 11%; Myeloid diff MLP: inactive; RSV CPE inhibition: -1.2%; MgcRacGAP inhibition: 1%; PhoP inhibition: -5%; West Nile virus CPE: 0.7%; WT yeast gro inh mutant strain: -12; Myeloid diff MLP GFP+ MAC1+ %: 1.1

What do the screens show for `COc1cc([C@@H]2Oc3cc(C4Oc5cc(O)cc(O)c5C(=O)[C@H]4O)ccc3O[C@H]2CO)ccc1O` (stereo partly specified)?
Large T inhibition: 57µM*; T cell HTS: inactive; Myeloid diff MLP: inactive; RSV CPE inhibition: -0.4%; MgcRacGAP inhibition: 13%; PhoP inhibition: -3%; T cell HTS vesicle-bound %: 52; Myeloid diff MLP GFP+ MAC1+ %: 2.3

Results for CCCc1nc(C(C)(C)O)c(C(=O)O)n1Cc1ccc(-c2ccccc2-c2nn[nH]n2)cc1 ?
WT yeast gro inh: -6; Large T inhibition: 7%&-2%; b-catenin transl: -1.4; T cell HTS: inactive; RSV CPE inhibition: -0.1%; PhoP inhibition: 4%&-2%; West Nile virus CPE: -0.2%; WT yeast gro inh mutant strain: 0; b-catenin transl cell count 5 µM: 1145; T cell HTS vesicle-bound %: 43

Results for Cc1cccc2c1NC(=O)C2(c1ccc(O)cc1)c1ccc(O)cc1 ?
WT yeast gro inh: -9; Large T inhibition: 13%; b-catenin transl: 1.9; T cell HTS: inactive; Myeloid diff MLP: inactive; RSV CPE inhibition: 9.6%; MgcRacGAP inhibition: 1%; PhoP inhibition: 16%; West Nile virus CPE: 0.7%; WT yeast gro inh mutant strain: -17; b-catenin transl cell count 5 µM: 1254; T cell HTS vesicle-bound %: 54; Myeloid diff MLP GFP+ MAC1+ %: 1.0

What do the screens show for `COc1ccc(C2CNC(=O)C2)cc1OC1CCCC1` (stereo unspecified)?
WT yeast gro inh: -9&-5&8; Large T inhibition: 1%&-1%&5%&8%; b-catenin transl: -0.8&-0.8; T cell HTS: inactive; Myeloid diff MLP: inactive; RSV CPE inhibition: 1.9%; MgcRacGAP inhibition: 6%; PhoP inhibition: 3%&2%&-2%&-5%; West Nile virus CPE: 0.6%; WT yeast gro inh mutant strain: -21&-8&11; b-catenin transl cell count 5 µM: 521&1110; T cell HTS vesicle-bound %: 15; Myeloid diff MLP GFP+ MAC1+ %: 3.1

How did CCc1ccc(CCOc2ccc(CC3SC(=O)NC3=O)cc2)nc1 (stereo unspecified) do in these assays?
Large T inhibition: 3%; T cell HTS: inactive; Myeloid diff MLP: inactive; RSV CPE inhibition: 9.5%; MgcRacGAP inhibition: 7%; PhoP inhibition: -20%; West Nile virus CPE: 1.4%; T cell HTS vesicle-bound %: 50; Myeloid diff MLP GFP+ MAC1+ %: 1.3

How did O=C(O)CCC(=O)c1ccc(-c2ccccc2)cc1 do in these assays?
WT yeast gro inh: -10; Large T inhibition: 24%; b-catenin transl: -3.2; T cell HTS: inactive; Myeloid diff MLP: inactive; RSV CPE inhibition: 1.6%; MgcRacGAP inhibition: -4%; PhoP inhibition: -5%; West Nile virus CPE: -0.2%; WT yeast gro inh mutant strain: 14; b-catenin transl cell count 5 µM: 613; T cell HTS vesicle-bound %: 64; Myeloid diff MLP GFP+ MAC1+ %: 4.8

What do the screens show for `NC1CCN(c2nc3c(cc2F)c(=O)c(C(=O)O)cn3-c2ccc(F)cc2F)C1` (stereo unspecified)?
Large T inhibition: 26%; T cell HTS: inactive; Myeloid diff MLP: inactive; RSV CPE inhibition: 0.3%; MgcRacGAP inhibition: 3%; PhoP inhibition: 0.49µM*; West Nile virus CPE: -1.0%; T cell HTS vesicle-bound %: 67; Myeloid diff MLP GFP+ MAC1+ %: 2.2

Results for CC12CCC(=O)C=C1CCC1C2CCC2(C)C1CCC2(O)C(=O)CO (stereo unspecified) ?
Large T inhibition: 8%; T cell HTS: inactive; Myeloid diff MLP: inactive; RSV CPE inhibition: 3.6%; MgcRacGAP inhibition: 7%; PhoP inhibition: -5%; West Nile virus CPE: 0.0%; T cell HTS vesicle-bound %: 18; Myeloid diff MLP GFP+ MAC1+ %: 1.9

Results for CCn1cc(C(=O)O)c(=O)c2cnc(N3CCNCC3)nc21 ?
WT yeast gro inh: -7; Large T inhibition: 15%; T cell HTS: inactive; RSV CPE inhibition: 1.6%; PhoP inhibition: 30µM*; West Nile virus CPE: -0.2%; WT yeast gro inh mutant strain: -8; T cell HTS vesicle-bound %: 17

What do the screens show for `CC(=O)CCCCn1c(=O)c2c(ncn2C)n(C)c1=O`?
WT yeast gro inh: 1&-2; Large T inhibition: 8%&10%; b-catenin transl: -3.1&-2.5; T cell HTS: inactive; Myeloid diff MLP: inactive; RSV CPE inhibition: -1.8%; MgcRacGAP inhibition: 4%; PhoP inhibition: -3%&-5%; West Nile virus CPE: 0.2%; WT yeast gro inh mutant strain: 0&4; b-catenin transl cell count 5 µM: 1161&1170; T cell HTS vesicle-bound %: 20; Myeloid diff MLP GFP+ MAC1+ %: 1.7

Structures from the list above that have a carbonyl joined to an NH by a bond outside any ring, in the order listed:
Results for CC1Cc2ccccc2N1NC(=O)c1ccc(Cl)c(S(N)(=O)=O)c1 (stereo unspecified) ?
WT yeast gro inh: -3; Large T inhibition: 16%; b-catenin transl: -3.6; T cell HTS: inactive; Myeloid diff MLP: inactive; RSV CPE inhibition: 4.8%; MgcRacGAP inhibition: 7%; PhoP inhibition: 0%; West Nile virus CPE: 1.2%; WT yeast gro inh mutant strain: -5; b-catenin transl cell count 5 µM: 587; T cell HTS vesicle-bound %: 11; Myeloid diff MLP GFP+ MAC1+ %: 2.3

How did Cc1cncn1CCc1nc2c3ccccc3nc(SCC(=O)Nc3cccc(Cl)c3)n2n1 do in these assays?
WT yeast gro inh: 20; Large T inhibition: 2%; b-catenin transl: 0.0; T cell HTS: inactive; Myeloid diff MLP: inactive; RSV CPE inhibition: 1.6%; MgcRacGAP inhibition: 10%; PhoP inhibition: 6%; West Nile virus CPE: 16%; WT yeast gro inh mutant strain: 12; b-catenin transl cell count 5 µM: 979; T cell HTS vesicle-bound %: 41; Myeloid diff MLP GFP+ MAC1+ %: 0.6
